High-throughput results as filed in PubChem.
HSF-1 GFP decrease = GFP reporter loss versus dox-driven RFP – NIH3T3 R4 cells, cherry-pick, set 3, dose response (AID 493083). AC50 in µM for hits, for the others activity change, negative = inhibition, % at the top dose, mostly 19.5 µM. 4% of 2,400 active. NIH3T3 R4 HSF-1 GFP reporter, heat shock, 48 h;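 active = compounds lowering signal whose fitted AC50 is at most ten times the top tested dose; inconclusive = flat fit with moderate inhibition, or poor curve fit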;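 note: 0% = neutral control wells and -100% = didemnin B positive control; many of its hits are not listed in these tables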
The depositor's hits bear a star; ? = inconclusive. This is a subset; rates above refer to the full screens.

Structure,HSF-1 GFP decrease
CCS(=O)(=O)Nc1ccc(-c2nc3cccnc3s2)cc1,5%
C=CCn1c(=NC(=O)C2CC2)sc2cc(NC(C)=O)ccc21,-3%
O=C(Oc1oc(-c2ccco2)nc1C=Nc1ccccc1)c1ccoc1,41%
CN1CCN(C(=O)/C(=C\c2cccs2)NC(=O)c2ccco2)CC1,-3%
Cc1ccccc1-c1nc2sc3c(c2c(=O)n1N)CCCC3,1%
O=S(=O)(c1cc(Cl)ccc1Cl)N1CCC2(CC1)OCCO2,-2%
Cc1nn(Cc2ccccc2)c(C)c1NC(=O)c1noc2c1CCc1ccccc1-2,44%
COc1cc(OC)c(OC)cc1/C=N/NC(=S)NCC1CCCO1 (configuration not stated),0%
O=C(Nc1cccnc1)c1noc2c1CCCCC2,-3%
Cc1noc(/C=C/N(C)C)c1S(=O)(=O)N1CCN(c2ccc(F)cc2)CC1,-2%
CCOC(=O)C1CCN(C(=O)CCS(=O)(=O)c2ccc3c(c2)CC(C)N3C(=O)CC)CC1 (configuration not stated),-2%
C1=C(c2ccccc2)CCN(c2ncnc3nc[nH]c23)C1,6%
NNC(=O)c1nn(-c2ccc(Cl)cc2)cc1O,1%
CCCCOc1cccc(C2C(C(=O)c3cccs3)=C(O)C(=O)N2Cc2cccnc2)c1 (configuration not stated),1%
CCc1cccc2c(C(=O)COC(=O)c3ccc([N+](=O)[O-])s3)c[nH]c12,5%
O=[N+]([O-])c1ccc(O)c(C=Nc2ccc3oc(Cc4ccc(Cl)cc4)nc3c2)c1,2%
COc1ccc(NC(=O)c2cc3cc(OC)ccc3oc2=N)cc1,8%
Cc1cc(C)c(C#N)c(SCC(=O)NC(C)(C)C)n1,-6%
Cc1cc(/C=C2\SC(=S)N(Cc3ccco3)C2=O)c(C)n1-c1ccccc1,33%
COc1ccc(C/C(C)=N/NC(=S)Nc2ccccc2F)cc1,-6%
CCN(c1ccccc1)S(=O)(=O)c1ccc(Cl)c(NC(=O)CSc2nnc(C)s2)c1,-7%
Cc1c(Cl)cccc1NC(=O)c1cccc(OC(F)F)c1,-6%
O=C1c2cccc3c([N+](=O)[O-])ccc(c23)C(=O)N1c1ccccn1,144%
COc1ccc(C2=NN(S(C)(=O)=O)C(c3cccs3)C2)cc1OC (configuration not stated),1%
Oc1ccc(CN2CCCc3ccccc32)c2cccnc12,68%
Cc1ccc2c(c1)N(CC(=O)O)C(=O)CO2,-5%
COC(=O)c1nn(-c2cccc(C(F)(F)F)c2)c(=O)cc1Sc1ccccn1,4%
CCOC(=O)Nc1ccccc1C(=O)Nc1cc(C)cc(C)c1,-6%
CCOC(=O)N1CCN(S(=O)(=O)c2ccc3c(c2)OCC(=O)N3)CC1,9%
CC(C)Cc1ccc(C#N)c(SCC(N)=O)n1,4%
Cc1cc(C(=O)COC(=O)c2ccccc2O)c(C)n1Cc1cccs1,-8%
COc1ccccc1C(=O)N/C(=C\c1cn(S(=O)(=O)N(C)C)c2ccccc12)C(=O)NCCN1CCOCC1,-2%
Cc1cc(C)nc(NC(=O)c2ccc(C)c([N+](=O)[O-])c2)n1,4%
Nc1ncnc2nc(SCCOc3ccc(Cl)cc3)[nH]c12,1%
CCOC(=O)CSC1=C(C#N)C(c2ccccc2C)C2=C(CCCC2=O)N1 (configuration not stated),0%
Oc1[nH]c2ccccc2c1N=NC(=S)NCC1CCCO1 (configuration not stated),0%
Cc1cc(C)nc(NNC2=CC(=[N+]3CCCCC3)CC(C)(C)C2)n1,42%
COC(=O)c1ccc(N2CCN(C(C)=O)CC2)c(NC(=O)COc2ccccc2C)c1,1%
C/C(CC(=O)Nc1ccccc1C(F)(F)F)=N\NC(=O)c1cnccn1,-5%
CCN(CC)C(=O)CN1C(=O)/C(=C/c2ccccc2)SC1=S,6%
CCOC(=O)c1ccc(NC(=O)NS(=O)(=O)c2ccc(C)cc2)cc1,-2%
Brc1ccc(C2=CC(c3ccco3)n3ncnc3N2)cc1 (configuration not stated),37%
O=C(Nc1ccc2c(c1)ncn2C1CCCCC1)c1ccco1,14%
C=CCOc1ccc(/C=C2\SC(=S)N(CCC(=O)O)C2=O)cc1,2%
C[C@@H]1C[C@H]2[C@@H]3CCC4=CC(=O)C=C[C@]4(C)[C@@]3(F)[C@@H](O)C[C@]2(C)[C@@]1(O)C(=O)CO,-8%
CCn1cc(C(=O)NCCCN2CC(C)CC(C)C2)c(=O)c2cc(S(=O)(=O)N(C)C)ccc21 (configuration not stated),-5%
COc1cccc(-c2cc3nc4c(c(NCC(C)(C)CN(C)C)n3n2)CCCC4)c1,5%
COCCn1c(SCC(=O)c2cc(C)n(C)c2C)nc2ccccc2c1=O,-4%
Cc1ccc(N2C(=O)NC(NS(=O)(=O)c3ccccc3)(C(F)(F)F)C2=O)cc1 (configuration not stated),-5%
Cc1ccc(C(=O)Nc2cccc(C(F)(F)F)c2)cc1NC(=O)c1ccno1,22%

The closing 6 compounds of the part before lead into the next:
Structure,HSF-1 GFP decrease
C[C@@H]1C[C@H]2[C@@H]3CCC4=CC(=O)C=C[C@]4(C)[C@@]3(F)[C@@H](O)C[C@]2(C)[C@@]1(O)C(=O)CO,-8%
CCn1cc(C(=O)NCCCN2CC(C)CC(C)C2)c(=O)c2cc(S(=O)(=O)N(C)C)ccc21 (configuration not stated),-5%
COc1cccc(-c2cc3nc4c(c(NCC(C)(C)CN(C)C)n3n2)CCCC4)c1,5%
COCCn1c(SCC(=O)c2cc(C)n(C)c2C)nc2ccccc2c1=O,-4%
Cc1ccc(N2C(=O)NC(NS(=O)(=O)c3ccccc3)(C(F)(F)F)C2=O)cc1 (configuration not stated),-5%
Cc1ccc(C(=O)Nc2cccc(C(F)(F)F)c2)cc1NC(=O)c1ccno1,22%
O=C(Nc1ccc(Cl)cc1)/C(=C/c1cccc(O)c1)c1nc2ccccc2s1,?
CCOc1ccc(N2CSC(=S)N(c3ccc(OCC)cc3)C2)cc1,6%
Cc1oc(/C=N/NC(=O)CC2(C)OCCO2)cc1Br,-5%
N/C(CC(=O)Nc1ccc(F)cc1)=N\O,-1%
Cc1onc(-c2ccccc2)c1C(=O)Nc1sc2c(c1C(N)=O)CCC2,-2%
O=C(c1ccccc1)c1ccc(OCC(O)CN2CCCC2)cc1 (configuration not stated),-2%
Cn1c(=O)c2cn(-c3ccc4c(c3)OCCO4)cc2n(C)c1=O,-1%
NC(=O)COc1ccc(-n2cnnn2)cc1,2%
CC(C)(C)NC(=O)c1cccc(NC(=O)Cc2cccs2)c1,4%
CCOC(=O)N1CCN(c2nc(C)c3c(n2)CCCC3=O)CC1,-1%
Cc1noc(C)c1CSc1ncnc2sc3c(c12)CCC3,-2%
CCCn1c(SCC(=O)c2c(C)[nH]c(C)c2C(=O)OCC)nc2ccccc21,-1%
COc1ccc(-c2cn(-c3ccccc3)nc2CO)cc1,3%
COc1ccccc1-n1c(CNC(=O)c2cccc([N+](=O)[O-])c2C)n[nH]c1=S,0%
O=C(CNC(=O)C12CC3CC(CC(C3)C1)C2)NCc1ccccc1,-4%
CN=c1scc(-c2ccco2)n1/N=C/c1ccc(O)c(O)c1,5.2µM*
CCC(=O)Nc1ccc2nc(C3CC3)n(Cc3ccc(C(C)(C)C)cc3)c(=O)c2c1,54%
O=C(N/N=C/c1ccc(F)cc1)c1ccc(OCc2ccccc2)cc1,-10%
CCOc1ccc(OCc2cccc(C(=O)O)c2)cc1,-5%
CCCCOc1ccc(C2C(C(=O)c3ccc(C)o3)=C(O)C(=O)N2Cc2ccco2)cc1 (configuration not stated),15%
COCCCNC(=O)Cn1cnc2sc(C)c(S(=O)(=O)N3CCN(c4ccccc4OC)CC3)c2c1=O,-6%
Cc1ccc(NC2=C/C(=N\S(=O)(=O)c3cccs3)c3ccccc3C2=O)c(C)c1,1.3µM*
CN(C(=O)CCNC(=O)Cn1cnc2ccccc2c1=O)c1ccccc1F,-4%
CCCCCn1c(SCC(=O)CC(=O)OCC)nc2cc(C(=O)N3CCC(C(N)=O)CC3)ccc2c1=O,-1%
COc1cc(SC)ccc1C(=O)NCC1CCCO1 (configuration not stated),-2%
CCc1nc2ccc(C(=O)O)cc2nc1CC,-4%
COc1ccc(C(=O)CSc2nc(C)cc(=O)[nH]2)cc1C,2%
C/C(=C/C(=O)N1CCN(C)CC1)C(=O)O,-1%
O=C(CN1CCN(c2ccc(O)cc2)CC1)Nc1cc(S(=O)(=O)N2CCCC2)ccc1Cl,13%
CC1C(=O)C(C)C(c2ccco2)NC1c1ccco1 (configuration not stated),-1%
Cn1ccnc1Sc1cc(NCCCO)c([N+](=O)[O-])c2nonc12,-76%
COc1ccc(C(C)N2CC34C=CC(O3)C(C(=O)O)C4C2=O)cc1 (configuration not stated),-9%
O=C(CSC(=S)N1CCOCC1)Nc1nc(-c2ccccc2)c(-c2ccccc2)o1,-2%
CC(CCc1ccccc1)NC(=O)c1cccc([N+](=O)[O-])c1 (configuration not stated),7%
COc1ccc(NC(C)=O)cc1NC(=O)CN1CCN(CC(=O)Nc2ccccc2Cl)CC1,3%
COc1cccc(CN(C)CC(=O)Nc2cccc(C(F)(F)F)c2)c1OC,24%
COC(=O)C1=C(C)Nc2c(c(=O)n(C)c(=O)n2C)C1c1cccc(O)c1 (configuration not stated),-4%
CN(C(=O)COC(=O)c1nc(Cl)c(Cl)c(Cl)c1Cl)C1CCS(=O)(=O)C1 (configuration not stated),4%
Cc1ccc(CN2CCN(Cc3cc4ccccc4o3)CC2CCO)cc1 (configuration not stated),5%
CCCCc1n[nH]c2c1/C(=N/OCC)CC(C)(C)C2,-1%
CCOC(=O)c1ccc(NC(=S)Nc2ccccc2N)cc1,-7%
COc1ccc(-n2nnnc2-c2nc3ccccc3s2)cc1,3%
CCN(CC)S(=O)(=O)c1ccc(C)c(NC(=O)CNCc2ccccc2OC)c1,-9%
CC(C)(C)NC(=O)c1c(F)c(F)c(F)c(F)c1F,-4%
Cc1ccc(C(=O)/C=C/Nc2ccccn2)cc1,-4%
COc1ccc(/C=N/NC(=O)CN(C)S(=O)(=O)c2ccc(NC(C)=O)cc2)cc1,-6%
Cc1cc(C)c(S(=O)(=O)Nc2ccc(N(C)C)cc2)c(C)c1-n1cnnn1,15%
CCOC(=O)N1CCN(Cc2nc3c(c(=O)n(C)c(=O)n3C)n2Cc2ccccc2)CC1,2%
COc1cc(/C=N/N=C2/C(=O)Nc3ccccc32)cc(OC)c1O,0%
CC(=O)Nc1c(C(=O)Nc2ccc3c(c2)OCO3)oc2ccccc12,1%

(more compounds)
Structure,HSF-1 GFP decrease
CC(C)OC(=O)Cn1c(=O)oc2ccccc21,-8%
CCc1ccc(NC(=O)C2CCC(CNC(=O)[C@@H]3Cc4ccccc4CN3)CC2)cc1 (some centres not stated),0%
Cc1ccc2oc(/N=C(\N)NC(=O)C(C)(C)C)nc2c1,20%
O=[N+]([O-])c1ccc(SCCc2ccncc2)cc1,5%
CCOc1ccc(/C=C2\SC(=O)N(CCNC(=O)C3COc4ccccc4O3)C2=O)cc1OC (configuration not stated),37%
COc1cc(C2NC(=O)NC(C)=C2C(=O)OCC2CCCO2)ccc1O (configuration not stated),-3%
COc1ccc(N2CCN(CC(O)COCCOc3ccc(Br)cc3)CC2)cc1 (configuration not stated),17%
CN(/C(=N\S(=O)(=O)c1ccccc1)C(F)(F)F)c1ccccc1,-4%
Cc1cc(Cl)ccc1OCC(=O)Nc1nc(-c2cccnc2)cs1,-5%
COCCn1c(C)cc(C(=O)COC(=O)c2n[nH]c3ccccc23)c1C,-3%
CCCC[C@@H](CNC)NC[C@H](Cc1ccc(O)cc1)NCCc1ccc(OCC)cc1,3%
CCCNC(=O)c1nnsc1S(=O)c1ccc(Cl)cc1 (configuration not stated),?
COC(=O)CCNc1ccc2c(c1)OCCO2,3%
CN1CCN(c2ccc(NC(=O)N3CCc4ccccc43)cc2)CC1,-1%
CC1CC(c2ccccc2)n2nc(NC(=O)c3cccs3)nc2N1 (configuration not stated),-2%
CCOc1ccc(-c2cnc3ccccc3n2)cc1,-1%
CC1CC1C(=O)OCC(=O)NCc1ccc(Cl)cc1Cl (configuration not stated),-8%
COc1cccc(-c2csc(NC(=O)Nc3ccccc3)n2)c1,20%
Cc1ccc(OCc2cc(C(=O)N(C)CCc3nc4ccccc4[nH]3)no2)cc1C,34%
O=C(O)c1cccc(COc2ccc(CO)cc2Cl)c1,-9%
Cc1nc(C(=O)NNC(=O)c2cccc(Cl)c2)c(C(F)(F)F)o1,-7%
CCS(=O)(=O)c1ncc(Cl)c(C(=O)Nc2ccc(C)cc2)n1,?
Cc1cc(C)c2[nH]c(=O)c(C(c3nnnn3CC3CCCO3)N3CCC(C)CC3)cc2c1 (configuration not stated),17%
CCCCC(=O)Nc1cccc(NC(=O)c2cccc(Br)c2)c1,0%
COc1ccc(-c2nn(-c3ccccc3)cc2/C=C(\CC(=O)O)c2nc3ccccc3s2)cc1OC,0%
CC1=Nc2ccc(C)c3nc(C)cc(c23)N1c1ccc(C)cc1,-4%
COc1ccc(C(=O)NC(=S)NNC(=O)c2ccco2)cc1,-6%
COc1ccc(NC(=O)CSc2nc(C)cs2)cc1,4%
NS(=O)(=O)c1ccc(NC2=CC(=O)C(=O)c3ccccc32)cc1,-26%
N#Cc1cc2c(nc1SCC(=O)N1CCOCC1)CCCCC2,3%
CC(C)C(=O)Nc1ccc(C(=O)N2CCN(C(=O)c3ccco3)CC2)cc1,-3%
